A3A deaminase: blocks human APOBEC3A ssDNA deamination. recombinant A3A, FAM/TAMRA ssDNA deamination fluorescence. hit rate 0.41% among 330,000. inhibition, % at 20 µM. AID 493011;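 active means at least 40% inhibition at 20 µM here, with at most 30% in a related deaminase screen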;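 further: plate controls were A3A with DMSO for no effect and wells lacking A3A enzyme for full effect; some results filed as inactive read as strong as hits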
Target sequence (P31941 whole entry, looked up): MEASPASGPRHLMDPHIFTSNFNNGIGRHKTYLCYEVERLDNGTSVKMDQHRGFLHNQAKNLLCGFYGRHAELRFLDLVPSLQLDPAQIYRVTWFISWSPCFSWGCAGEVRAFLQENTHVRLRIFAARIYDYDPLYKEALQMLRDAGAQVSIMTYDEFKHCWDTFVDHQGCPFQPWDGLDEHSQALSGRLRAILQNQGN
PfGluPho inh: PfG6PD (Plasmodium falciparum) enzyme inhibition; hit rate 0.78% among 350,000; PfGluPho enzyme, NADPH resazurin-diaphorase fluorescence; AID 504690; inhibition, % at 20 µM;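 active means inhibition reaching at least a set limit at 20 µM in the primary screen, cut at about 59% in these data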;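 further: 0% = DMSO wells with substrate and 100% = DMSO wells lacking glucose-6-phosphate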
hIAP act: increases human intestinal alkaline phosphatase activity; P09923; purified human IAP, CDP-Star luminescence, 30 min; hits give high values; 1 = vehicle-only enzyme, 0 = enzyme-free background; activation factor at 10 µM; hit rate 0.16% among 330,000; AID 2524;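 active means activation factor of the enzyme at least 2-fold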; further: the source names both 10 and 20 µM as test concentration; values of inactives mirror those of a sister screen read the other way
mIAP inh: mouse IAP inhibition. AID 2806. inhibition, % at 10 µM. hit rate 0.2% among 330,000. purified mouse IAP, CDP-Star luminescence, 30 min;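 active means inhibition of at least 40% at 10 µM in the primary screen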;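 further: plate controls were DMSO with enzyme for no effect and no enzyme wells for full effect; values of inactives mirror those of a sister screen read the other way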
mIAP act: mouse IAP activation. muIAP, CDP-Star luminescence, 30 min; hits give high values; 1 = vehicle-only enzyme signal, 0 = enzyme-free wells. hit rate 0.24% among 330,000. activation factor at 10 µM;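 active means activation factor of at least 2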; further: the source names both 10 and 20 µM as test concentration; values of inactives mirror those of a sister screen read the other way
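Assay system: mouse IAP enzyme / Compound: DMSO-dissolved test compounds / Timing: 30 min, room temperature / Measured by: luminescence from enzymatic CDP-Star hydrolysis / Control set: DMSO-only wells, enzyme-free buffer wells as negative control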
HKDC1 inh: HKDC1 (human) hexokinase inhibition; recombinant HKDC1, G6PDH/diaphorase resazurin coupled fluorescence; inhibition, % at 20 µM; hit rate 0.16% among 340,000; AID 493160;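 active means inhibition above about 35% when tested at 20 µM, limit read from the data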;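 further: plate controls were DMSO wells with enzyme for no effect and DMSO wells lacking enzyme for full effect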
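Test system: recombinant HKDC1 (HK5) hexokinase enzyme, produced in-house; Amount: enzyme 5 µg/mL final; Buffer or medium: Tris pH 8.0 buffer with MgCl2, Tween-20, BSA, BME; Reagent: glucose and ATP substrates; Doses: 20 µM test compound, 1% DMSO; Incubation: 90 min reaction incubation at room temperature, dark; Detection: resorufin fluorescence at 613 nm.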
hIAP inh: human IAP inhibition | P09923 | purified IAP, CDP-Star luminescence, 30 min | inhibition, % at 10 µM | hit rate 0.12% among 330,000 | AID 2544;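 active means inhibition reaching a set limit with compound at 10 µM in the primary screen, cut at about 35% in these data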;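 further: plate controls were DMSO wells with enzyme for no effect and no-enzyme buffer wells for full effect; values of inactives mirror those of a sister screen read the other way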
ATG4B inh: ATG4B (human) cysteine protease inhibition | Q9Y4P1 | ATG4B cleavage of LC3-PLA2, NBD-HPC fluorescence, 1 h | inhibition, % at 8.33 µM | hit rate 0.51% among 340,000 | AID 504462; in the data active means inhibition above about 40%
Target sequence (Q9Y4P1 whole entry, looked up): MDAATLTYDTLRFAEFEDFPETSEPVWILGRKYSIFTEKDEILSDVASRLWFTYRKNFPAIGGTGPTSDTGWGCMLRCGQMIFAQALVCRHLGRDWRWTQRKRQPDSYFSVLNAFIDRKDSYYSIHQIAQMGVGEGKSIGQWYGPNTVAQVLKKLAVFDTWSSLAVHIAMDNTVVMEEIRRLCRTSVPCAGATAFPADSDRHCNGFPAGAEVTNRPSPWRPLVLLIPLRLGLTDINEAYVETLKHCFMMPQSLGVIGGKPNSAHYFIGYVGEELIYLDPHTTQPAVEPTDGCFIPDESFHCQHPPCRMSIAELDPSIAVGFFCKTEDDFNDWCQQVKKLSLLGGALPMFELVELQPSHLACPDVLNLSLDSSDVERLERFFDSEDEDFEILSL
The depositor's hits bear a star; x = no result given.

SMILES	A3A deaminase	PfGluPho inh	hIAP act	mIAP inh	mIAP act	HKDC1 inh	hIAP inh	ATG4B inh
O=C(N/N=C\c1ccc(-c2cccc(Cl)c2)o1)C(=O)NC1CCCC1	-3	14	1.3	17	0.83	-10	-34	3
CCC(OC(=O)c1nsc(Cl)c1Cl)C(=O)NCCOC (stereo not given)	8	-29	0.94	-8	1.1	15	6	0
COc1ccc(-c2c(C(=O)O)nc3ccccc3c2C(=O)O)cc1	0	55	0.91	0	1	-5	9	1
COC(=O)[C@@]1(Cc2ccc(OC)cc2)[C@@H]2C(=CC(=O)[C@H]2CC(=O)C(=O)N(C)C)CN1C(=O)c1ccccc1	0	0	1	14	0.86	2	-4	-8
COc1cccc(NC(=O)N2CCC(NC(=O)C(Cc3ccccc3OC)NC(C)=O)CC2)c1 (stereo not given)	-3	-1	0.97	8	0.92	-5	3	5
COc1cccc(Cn2nc(C(=O)O)c3ccccc3c2=O)c1	1	-4	1.1	3	0.97	-5	-8	3
Cn1c(N2CCN(C(=O)NC34CC5CC(CC(C5)C3)C4)CC2)nc2ccccc21	0	10	1.2	-2	1	-2	-19	-11
COC(=O)CCC(=O)OC1(C)C(=O)C=C2C=C(C3CC3)N(C3CCCC3)C=C2C1=O (stereo not given)	-4	53	0.78	3	0.97	10	22	1
Cn1c(=O)c2c(ncn2CC(=O)N/N=C/C(Br)=C/c2ccccc2)n(C)c1=O	-2	4	1	2	0.98	-9	-1	-11
COc1ccc(Nc2nc3ccccc3s2)cc1	1	33	1.2	-4	1	-1	-18	2
Cc1ccc2[nH]c(=O)c(CNS(=O)(=O)c3ccccc3)c(-c3ccccc3)c2c1	-4	13	1.1	2	0.98	-8	-5	-9
O/N=C/c1ccc(OCc2ccccc2F)c(Cl)c1	5	-11	1	-3	1	0	-1	-6
Cc1cccc(OCC(=O)Nc2ccc(C(=O)NCc3cccnc3)cc2)c1	-3	x	0.9	7	0.93	x	10	x
Cc1ccc(C(C)C)c(OCCCN2CCc3ccccc3C2)c1	-6	16	1.2	1	0.99	-2	-25	14
O=C(Nc1ccc2ccccc2n1)c1ccccc1Cl	0	29	1	-9	1.1	2	-4	9
CC1(C)CC2CC(C)(CN2S(=O)(=O)c2ccc(N)cc2)C1 (stereo not given)	-2	3	1	4	0.96	-1	-4	-9
COc1ccc(COC(=O)c2ccc(Br)c(S(=O)(=O)N3CCOCC3)c2)cc1F	-1	-12	0.97	5	0.95	-2	2	3
CN(C)C(=O)C1Cc2ccccc2CN1S(=O)(=O)c1ccc(F)cc1 (stereo not given)	0	4	0.81	-8	1.1	-3	19	-2
O=C(CCN1C(=O)C2C3CC(C(Br)C3Br)C2C1=O)OCC(=O)c1cccc([N+](=O)[O-])c1 (stereo not given)	-3	-12	1	2	0.98	2	-5	4
CCSc1nnc([C@H](Cc2ccccc2)NC(=O)OC(C)(C)C)o1	0	-1	1.1	-3	1	-8	-6	-14
COCCNCc1ccccc1[N+](=O)[O-]	2	4	1.1	-3	1	5	-12	-5
COc1ccc(-c2coc3cc(OC(=O)N4CCOCC4)ccc3c2=O)cc1	-4	0	0.91	-6	1.1	-5	9	-7
CCOc1cc(C=O)ccc1OCCn1c([N+](=O)[O-])cnc1C	6	7	1	3	0.97	4	0	-6
COc1ccccc1CC(NC(C)=O)C(=O)NC1CCN(C(=O)Nc2cccc(F)c2)CC1 (stereo not given)	-6	15	0.9	-1	1	-6	10	2
CC1=C(C)CC(C(=O)NCCCN2CCCC2=O)C(C(=O)O)C1 (stereo not given)	-2	-11	1.1	-5	1	1	-13	-6
C/C(=N\NC(=O)c1ccc([N+](=O)[O-])c(C)c1)c1ccccc1Cl	-1	13	1.1	10	0.9	-11	-13	0
CC(C)CN(CC(C)C)C(=O)COn1nnc2ccc(S(=O)(=O)N3CCOCC3)cc21	-2	0	1.1	1	0.99	-7	-9	-6
COc1ccc(C2N=C(c3ccccc3)NC(c3ccccc3)=N2)cc1	-1	-1	0.85	-2	1	-6	15	0
COc1ccc(CCNC(=O)C2CCCN2C(=O)Nc2cccc(OC)c2)cc1 (stereo not given)	-3	-3	1.2	-7	1.1	-6	-16	2
Cc1cc(F)ccc1N1CCC(N2CCN(CCC(C)C)C(CCO)C2)CC1 (stereo not given)	-8	-5	1.2	-11	1.1	-5	-15	1
CC(C)Cc1nnc(NC(=O)C2=COCCO2)s1	-1	1	0.73	0	1	-1	26	0
OCCCn1c(-c2ccccc2)n[nH]c1=S	-4	1	1	6	0.94	-1	-2	-11
COCCN(C(=O)CSc1n[nH]c(-c2ccccc2)n1)c1c(N)n(CC(C)C)c(=O)[nH]c1=O	-2	-13	0.84	-2	1	-1	16	0
CCOC(=O)Cc1csc(SCC(=O)Nc2ccc3[nH]c(=O)[nH]c3c2)n1	3	3	0.96	4	0.96	3	4	2
Clc1ccc(-c2nnc(-c3ccccc3)c(-c3ccccc3)n2)cc1	-2	-9	0.73	16	0.84	-1	27	-3
Oc1ccc(NC(=S)N=Nc2c(O)[nH]c3ccccc23)cc1	3	11	0.77	24	0.76	-8	23	-21
COc1ccccc1NC(=S)NC(C)C(c1cccs1)N1CCOCC1 (stereo not given)	1	7	1.1	1	0.99	-5	-7	-6
CCCS(=O)(=O)N1CCCC(C(=O)NCc2cccnc2)C1 (stereo not given)	4	0	1	-10	1.1	-5	-4	-1
O=C(Nc1ccc(Cl)c(Cl)c1)N1CCC(N2CCCCC2)CC1	1	-4	1.2	-18	1.2	0	-18	1
COc1cc(/C=C2\C(=O)ON=C2c2ccccc2)cc(Br)c1O	-6	-35	0.67	20	0.8	18	33	15
Cc1cccc(-n2c(CNC(=O)Cc3ccccc3)n[nH]c2=S)c1	-1	38	1.2	3	0.97	4	-15	-1
Cc1ccc2c(cnn2C(=O)CCC(=O)NC2CCCCC2)c1	1	13	1	6	0.94	0	0	-5
COCCN1C=C2C(=O)C(C)(OC(=O)C3CCCC3)C(=O)C=C2C=C1c1ccsc1 (stereo not given)	-1	73*	0.97	18	0.82	22	2	3
O=C(Nc1ccccc1C(=O)NCCCN1CCOCC1)c1ccccc1	-3	3	1.1	4	0.96	-7	-7	-6
S=c1[nH]nc(-c2n[nH]c3c2CCC3)n1/N=C/C=C/c1ccccc1	-5	29	0.87	16	0.84	-3	13	-2
Cc1ccc(S(=O)(=O)NCCC(=O)NC2CCCC2)cc1	3	-1	0.95	1	0.99	-12	5	-3
CCc1nc2sc3ccccc3c(=O)c2c(=O)n1CCOC	4	-4	0.89	2	0.98	-5	12	-9
OCc1ncc(-c2ccccc2)s1	3	-3	0.91	1	0.99	3	9	7
O=C(CCCN1C(=O)C2CC=CCC2C1=O)Nc1ccccc1Cl (stereo not given)	7	10	1.1	-3	1	0	-6	-10
C1CCCN(c2nc3nonc3nc2N2CCCCCC2)CC1	0	-18	0.96	2	0.98	-5	4	8
Cc1cc(=O)oc2cc(OCC(=O)N3CC[C@@]4(O)CCCC[C@H]4C3)c(Cl)cc12	-4	43	0.71	10	0.9	5	28	-1
O=C(Nc1nc2ccccc2[nH]1)c1ccc(Cl)c(S(=O)(=O)N2CCCC2)c1	3	-10	1	5	0.95	-8	-4	-19
O=C(CSc1nc(=O)n2cc(Cl)ccc2n1)NCCc1ccccc1	3	-3	0.9	11	0.89	0	10	1
Cc1ccc(S(=O)(=O)Nc2nc(C)cc(N/N=C/c3ccc(O)cc3)n2)cc1	-4	-12	0.91	7	0.93	-8	9	-9
CCCN1CCN(CCCNC(=O)C2CCN(c3nnc(-n4c(C)ccc4C)s3)CC2)CC1	-4	-15	0.97	-2	1	3	3	0
CCOc1cc(C2C3=C(CCCC3=O)NC3=C2C(=O)CCC3)ccc1OCCO	-3	-5	1.2	-7	1.1	-1	-20	-1
CCOc1ccc(S(=O)(=O)N(CC)CC(=O)NCc2ccncc2)cc1	2	-5	0.99	-8	1.1	-7	1	3
CC1CCCCN1C(=O)CSc1nc(C2CC2)nc2c1cnn2-c1ccccc1 (stereo not given)	-3	-8	1.3	7	0.93	13	-26	15
COC(=O)CSc1nc2cc(Cl)ccc2c(=O)n1C1CCCC1	-4	-16	0.98	4	0.96	3	2	46*
COc1ccc(N2C(S)=C(C#N)C(=O)NC2c2ccco2)cc1 (stereo not given)	0	20	0.93	8	0.92	6	7	-12

The list goes on.
SMILES	A3A deaminase	PfGluPho inh	hIAP act	mIAP inh	mIAP act	HKDC1 inh	hIAP inh	ATG4B inh
CCN(CC)C(=O)COc1ccc(C=O)cc1OC	-7	-12	1.1	-1	1	-3	-12	-1
COc1cc(/C=N\NC(=O)CNC(=O)C2COc3ccccc3O2)ccc1O (stereo not given)	-4	-3	0.93	-9	1.1	-8	7	-6
CN(CCC1CCOCC1)C(=O)CC1C(=O)NCCN1Cc1c(F)cccc1Cl (stereo not given)	1	-12	0.92	0	1	-5	8	-2
Cc1ccc(N/N=C2/CCCNC2=O)cc1	-1	0	1.1	-1	1	2	-11	-2
Cc1cccc(OCC2=NS(=O)(=O)c3ccccc3N2)c1	0	-10	1.1	1	0.99	-1	-8	-13
CN(C)/C=C1/Oc2c(ccc3ccccc23)C1=O	1	2	1.1	-3	1	7	-13	-6
COc1ccc(Cl)cc1NC(=O)[C@@]1(CC(=O)O)CC(/C=C/c2ccccc2)=NO1	-1	-5	0.9	-3	1	0	10	2
COP(=O)(OC)c1nc(-c2ccc([N+](=O)[O-])cc2)oc1N1CCCCC1	-3	-5	0.92	6	0.94	4	8	-6
c1ccc(-c2cn3c(n2)-c2ccccc2C3)cc1	0	58	0.81	-15	1.2	-4	19	-8
O=C(O)CCn1c(C2CCCCC2)nc2ccccc21	9	0	0.83	8	0.92	-17	17	-4
COC(=O)c1cc(OCC(=O)NC2CCCc3ccccc32)cc(C(=O)OC)c1 (stereo not given)	-2	-20	1.1	2	0.98	-5	-10	-2
CN(CCOc1ccccc1Cl)Cc1ccccc1	-1	-8	0.85	-1	1	10	15	12

The final 6 records of the section before are carried over, then new ones follow.
SMILES	A3A deaminase	PfGluPho inh	hIAP act	mIAP inh	mIAP act	HKDC1 inh	hIAP inh	ATG4B inh
COc1ccc(Cl)cc1NC(=O)[C@@]1(CC(=O)O)CC(/C=C/c2ccccc2)=NO1	-1	-5	0.9	-3	1	0	10	2
COP(=O)(OC)c1nc(-c2ccc([N+](=O)[O-])cc2)oc1N1CCCCC1	-3	-5	0.92	6	0.94	4	8	-6
c1ccc(-c2cn3c(n2)-c2ccccc2C3)cc1	0	58	0.81	-15	1.2	-4	19	-8
O=C(O)CCn1c(C2CCCCC2)nc2ccccc21	9	0	0.83	8	0.92	-17	17	-4
COC(=O)c1cc(OCC(=O)NC2CCCc3ccccc32)cc(C(=O)OC)c1 (stereo not given)	-2	-20	1.1	2	0.98	-5	-10	-2
CN(CCOc1ccccc1Cl)Cc1ccccc1	-1	-8	0.85	-1	1	10	15	12
Cc1ccccc1N1CCN(c2ncnc3c2cnn3Cc2ccc(Cl)cc2)CC1	-5	5	1.1	-1	1	7	-14	-2
O=C(O)C(C/C(=N/O)c1ccc(Br)cc1)P(=O)(c1ccccc1)c1ccccc1 (stereo not given)	0	-36	1	0	1	-9	-1	5
COc1ccc(-c2nnc(SCc3nc4ccccc4s3)n2C(C)C)cc1	2	7	0.95	6	0.94	-3	5	-7
COC(=O)c1nnn(CC(=O)NC(=O)Nc2cccc(Cl)c2C)c1C(=O)OC	2	-6	0.99	0	1	-5	1	-6
COc1ccccc1N1CCN(C(CNS(C)(=O)=O)c2cccnc2)CC1 (stereo not given)	0	3	0.94	11	0.89	-10	6	-11
